GPR35 arrestin U2OS – GPR35 antagonists blocking zaprinast-driven arrestin recruitment, primary screen, imaging, U2OS, beta-arrestin-GFP, zaprinast agonist (AID 2058); G-protein coupled receptor 35 (Homo sapiens); 290,000 compounds, 0.052% hits; inhibition, % at 10 µM; hits with a dose series show IC50 in µM; U2OS GPR35 beta-arrestin-GFP translocation imaging, zaprinast antagonism; higher % means a stronger effect;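 active means inhibition of at least 50% with at least 30 cells and total cytoplasm GFP at most 10,000,000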
GPR55 activation – GPR55 agonists via beta-arrestin recruitment, primary screen, imaging, U2OS cells, beta-arrestin-GFP redistribution (AID 1961). U2OS GPR55 beta-arrestin-GFP redistribution imaging; higher % means a stronger effect. one-dose activation, % at 10 µM; EC50 in µM for titrated hits. 290,000 compounds, 0.048% hits;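 active means activation above 40% with more than 50 cells counted in the well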;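 further: U2OS osteosarcoma cells stably expressing GPR55 and beta-arrestin-GFP; plate controls were DMSO negative control for no effect and LPI positive control for full effect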
GPR55 antagonists – GPR55 antagonists blocking LPI-driven arrestin recruitment, primary screen, imaging, U2OS, beta-arrestin-GFP, LPI agonist (AID 2013). inhibition, % at 10 µM; hits with a dose series show IC50 in µM. U2OS GPR55 beta-arrestin-GFP translocation imaging, LPI antagonism; higher % means a stronger effect. 290,000 compounds, 0.13% hits;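 active means spots per cell inhibited over 60%, with over 100 cells counted and total cytoplasm intensity under 500,000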;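 further: U2OS cells stably carrying GPR55 and arrestin-GFP stimulated by 5 µM LPI near EC80; imaged beta-arrestin-GFP aggregate spots per cell after agonist stimulation; plate controls were LPI-stimulated DMSO wells for no effect and DMSO wells without LPI for full effect; some results filed as inactive read as strong as hits; confirmed hits need IC50 under 10 µM and bright autofluorescent wells are also inconclusive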
NTR1 ag – agonists of NTR1, primary screen, imaging, U2OS cells, beta-arrestin-GFP, high content (AID 493036). Neurotensin receptor type 1 (Homo sapiens), P30989. NTR1-U2OS beta-arrestin-GFP spot imaging, agonist mode. activation, % at 20 µM. 330,000 compounds, 0.17% hits;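 active means activation at or above 40% of the spot to cytoplasm intensity ratio, with at least 20 cells analyzed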;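 further: 0% = DMSO without peptide and 100% = 100 nM NTR1 peptide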
Target sequence (P30989 whole entry, looked up): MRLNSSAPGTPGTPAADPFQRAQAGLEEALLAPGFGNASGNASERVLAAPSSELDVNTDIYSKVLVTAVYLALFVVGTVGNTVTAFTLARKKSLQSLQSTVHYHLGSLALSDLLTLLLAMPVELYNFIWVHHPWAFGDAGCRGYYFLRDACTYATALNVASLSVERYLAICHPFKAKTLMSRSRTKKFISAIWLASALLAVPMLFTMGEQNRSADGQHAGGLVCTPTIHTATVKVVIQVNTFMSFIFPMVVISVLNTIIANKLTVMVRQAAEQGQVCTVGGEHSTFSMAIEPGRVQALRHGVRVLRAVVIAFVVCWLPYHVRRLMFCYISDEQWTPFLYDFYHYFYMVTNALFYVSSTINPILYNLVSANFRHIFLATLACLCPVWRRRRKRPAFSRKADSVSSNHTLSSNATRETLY
KOR beta-arrestin-1 – KOR antagonists, beta-arrestin recruitment, cell-based, luminescence, uHTS (AID 1778) | Kappa-type opioid receptor (Homo sapiens) | KOR beta-arrestin recruitment, luminescence, antagonist mode; higher % means a stronger effect | inhibition, % at 10 µM; hits with a dose series show IC50 in µM | 290,000 compounds, 0.091% hits; in the data active means inhibition above about 50%; further: strong numbers were not always called active
KOR beta-arrestin-2 – KOR agonists, beta-arrestin recruitment, primary screen, cell-based, luminescence, uHTS (AID 1777); Kappa-type opioid receptor (Homo sapiens); KOR beta-arrestin recruitment, luminescence; higher % means a stronger effect; one-dose activation, % at 10 µM; EC50 in µM for titrated hits; 280,000 compounds, 0.02% hits; in the data active means activation above about 50%, passing the limit was not always enough; further: a part of the inactive calls stands beside numbers as strong as those of hits
UTI89 phage lysis – inhibition of K1F phage lysis, E. coli UTI89, bacterial capsule biogenesis inhibitors, alamar blue (AID 488966); E. coli UTI89 K1F phage lysis, alamar blue, 2 h; higher % means a stronger effect; one-dose inhibition, % at 100 µM; IC50 in µM for titrated hits; 340,000 compounds, 0.02% hits;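 active means phage lysis inhibition, versus mean bacterial control, above a set limit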;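 further: capsule biogenesis inhibitors block K1F phage lysis so surviving cells raise fluorescence; higher fluorescence means more inhibition of phage lysis; actives were called in the ten point dose series up to 300 µM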
NOD1 inhibition – NOD1 signaling inhibitors, primary screen, cell-based, luminescence, uHTS (AID 1578); inhibition, % at 4 µM, or EC50 in µM where a hit was titrated; NOD1-driven NF-kB luciferase reporter cells, luminescence; higher % means a stronger effect; 290,000 compounds, 1% hits; in the data active means inhibition mostly above about 36%, no sharp cut-off; inactive means mostly below about 34%;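 further: HEK-293T reporter cells stimulated with the NOD1 agonist gamma-tri-DAP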
MgcRacGAP inhibition – MgcRacGAP GTPase-activating activity inhibitors, confirmation, biochemical, ADP Hunter fluorescence | AID 624330, 2012 | MgcRacGAP-stimulated Rac1 GTP hydrolysis, ADP Hunter fluorescence; higher % means a stronger effect; GST-tagged Rac1 F28L mutant substrate | one-dose inhibition, % at 30 µM; IC50 in µM for titrated hits | 340,000 compounds, 0.6% hits | Rac GTPase-activating protein 1 (Homo sapiens);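 active means first-screen hits whose inhibition reached a set limit at any dose in the follow-up dose series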;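 further: fluorescence reports GDP produced by GAP-driven GTP hydrolysis; strong numbers were not always called active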
NTR1 ag cell count 20 µM – second read-out of NTR1 ag, no call of its own (marks repeat the call); cell count; measured here: cell count, cytotoxicity flag
* = called active by the depositor; . = no result given; & = joins results of further samples; [ ] = dose if it differs, or a comment. Not all compounds are listed, so the mix of outcomes need not match the whole.

Start of the data: the first three records (preview)
SMILES	GPR35 arrestin U2OS	GPR55 activation	GPR55 antagonists	NTR1 ag	NTR1 ag cell count 20 µM	KOR beta-arrestin-1	KOR beta-arrestin-2	UTI89 phage lysis	NOD1 inhibition	MgcRacGAP inhibition
CCOC(=O)C1=C(CSc2nc(CC)c(C)cc2C#N)OC(N)=C(C#N)C1c1ccc(OC)cc1 (stereo not given)	-16.6%	0.0%	33.0%	-3.4	102	7.4%	-3.2%	0.0%	-24.4%	5.8%
Cc1ccc(N=Nc2cc(C)ccc2O)c(C)c1	-11.4%	0.5%	-0.9%	2.0	91	19.5%	0.6%	1.6%[50 µM]	5.9%	.
Cn1c(=O)c(=O)n(C)c2cc(S(=O)(=O)N3CCN(c4cccc(C(F)(F)F)c4)CC3)ccc21	-9.6%	0.4%	11.0%	-0.7	70	3.0%	11.2%	0.8%	-16.8%	-0.1%

The list itself, from the start:
SMILES	GPR35 arrestin U2OS	GPR55 activation	GPR55 antagonists	NTR1 ag	NTR1 ag cell count 20 µM	KOR beta-arrestin-1	KOR beta-arrestin-2	UTI89 phage lysis	NOD1 inhibition	MgcRacGAP inhibition
CCOC(=O)C1=C(CSc2nc(CC)c(C)cc2C#N)OC(N)=C(C#N)C1c1ccc(OC)cc1 (stereo not given)	-16.6%	0.0%	33.0%	-3.4	102	7.4%	-3.2%	0.0%	-24.4%	5.8%
Cc1ccc(N=Nc2cc(C)ccc2O)c(C)c1	-11.4%	0.5%	-0.9%	2.0	91	19.5%	0.6%	1.6%[50 µM]	5.9%	.
Cn1c(=O)c(=O)n(C)c2cc(S(=O)(=O)N3CCN(c4cccc(C(F)(F)F)c4)CC3)ccc21	-9.6%	0.4%	11.0%	-0.7	70	3.0%	11.2%	0.8%	-16.8%	-0.1%
COc1ccc(OCC(O)CNS(=O)(=O)c2cccc(Cl)c2)cc1 (stereo not given)	23.4%	-0.2%	3.3%	1.8	51	13.8%	-2.7%	.	-8.0%	.
COc1ccc(C/C(N)=N/n2cnnc2)cc1	0.8%	0.9%	7.8%	0.9	58	6.2%	1.8%	2.6%	11.4%	-1.4%
CCc1ccc(CN(C)CC(=O)Nc2ccc3c(c2)CCC3)cc1	-7.6%	-0.3%	-11.9%	0.6	68	1.8%	0.6%	0.1%	-34.5%	7.3%
C=CCn1c(CNC(=O)c2ccco2)nnc1SCC(=O)c1ccccc1	-0.3%	0.2%	13.1%	2.8	42	-22.4%	-4.6%	-0.2%	-4.4%	4.5%
C[C@H](NC(=O)c1nc[nH]c1C(=O)NCC(=O)OC(C)(C)C)C(=O)OC(C)(C)C	-16.2%	0.6%	-0.8%	2.0	85	8.6%	6.3%	0.1%	3.1%	-1.5%
Cc1ccc(C)c(OCc2nnc(SCC(=O)NC(=O)NCc3ccco3)o2)c1	3.6%	0.1%	1.6%	-0.4	47	-4.2%	-0.2%	-0.5%	-23.8%	7.3%
COc1ccccc1N1CCN(C(=O)c2cc3c(s2)-c2ccccc2OC3)CC1	9.6%	0.0%	-12.8%	4.8	75	-63.4%[20 µM]	-1.6%	0.1%	-3.7%	-2.1%
CCCC(=O)Nc1ccc(Cl)c(NC(=S)NC(=O)C(C)C)c1	-7.3%	-0.3%	-9.7%	1.3	65	6.9%	-3.0%	0.1%	-10.4%	10.5%
CC1CCCCC1NC(=O)C1CC(=O)N(Cc2ccccc2)C1 (stereo not given)	8.8%	-0.1%	11.9%	0.5	66	-27.2%	2.5%	-0.1%	-13.8%	8.0%
CC1=C(C(=O)Nc2ccccc2C(=O)NCCCN2CCN(C)CC2)SCCO1	17.3%	-0.1%	-6.4%	1.4	63	-24.2%	12.7%	0.2%	-17.0%	2.6%
Cc1ccc(C(=O)CSc2nc(N)cc(=O)[nH]2)cc1C	13.7%	-0.3%	2.8%	-0.5	72	-70.1%[20 µM]	2.4%	0.2%	3.1%	12.0%
CC(OC(=O)c1cc2ccccc2cc1O)C(=O)Nc1ccc(S(N)(=O)=O)cc1 (stereo not given)	3.6%	-0.6%	8.1%	4.6	60	1.6%	4.3%	0.3%	-0.3%	5.5%
CCOc1ccc2nc(SCC(=O)NC3CCCc4ccccc43)sc2c1 (stereo not given)	-0.2%	0.0%	7.8%	3.7	51	15.5%	-0.7%	0.0%[50 µM]	-20.1%	-3.4%
Cc1ccc2occ(C(c3nnnn3Cc3ccccc3)N3CCOCC3)c(=O)c2c1 (stereo not given)	0.9%	-0.1%	0.4%	0.5	43	8.1%	10.1%	-0.2%	22.6%	7.2%
CC(C)NC(=O)NNC(=O)Cn1nnc(-c2cccc(Cl)c2Cl)n1	-12.4%	-0.1%	-1.4%	0.3	43	-11.2%	-3.0%	.	-1.9%	.
O=C(NCc1ccc(F)cc1)C(c1ccc(F)cc1)N(C(=O)c1csnn1)C1CC1 (stereo not given)	5.8%	-0.3%	0.1%	-1.7	42	-7.0%	-1.0%	0.1%	-23.2%	5.5%
O=C(NCCCN1CCCCCC1)c1ccc(N2CCCC2=O)cc1	10.1%	-0.1%	0.5%	1.1	53	8.0%	-6.4%	-0.1%	-25.5%	10.1%
Nc1c(C(=O)NCc2ccccc2)nnn1Cc1ccc(F)cc1	-18.6%	-0.2%	1.5%	0.1	50	-12.6%	-2.3%	-2.4%	-27.3%	-2.8%
O=C(C1=C[C@H](c2coc3ccccc3c2=O)C[C@H](OCCCCO)O1)N1CCOCC1	-21.2%	-0.2%	0.6%	1.0	56	0.4%	-1.0%	-0.2%	-17.3%	5.6%
Cc1ccc(-c2nc(CS(=O)CC(=O)NC3CCC(C)CC3)c(C)o2)cc1 (stereo not given)	13.1%	0.2%	2.5%	0.8	56	2.7%	-8.3%	3.5%	3.5%	6.8%
O=C(Cc1ccccc1)NCC(=O)N1CCC2(CC1)NCCc1[nH]cnc12	6.4%	-0.2%	5.6%	-0.1	61	-27.9%	0.2%	0.0%	-10.3%	6.2%
O=P(O)(CP(=O)(c1ccccc1)c1ccccc1)c1ccccc1	8.0%	-0.3%	7.1%	0.3	62	-27.9%	5.8%	0.5%	-7.1%	6.1%
CCN(CC)C(=O)c1sc(NC(=O)c2ccc(OC)c([N+](=O)[O-])c2)c(C#N)c1C	0.2%	0.1%	4.9%	-0.7	76	19.6%	-4.8%	.	-6.8%	.
CCOC(=O)C1CCN(C(=O)c2c(-c3ccccc3)noc2C)CC1	12.3%	0.3%	1.7%	1.3	36	-24.6%[20 µM]	.	-0.1%	-28.5%	-8.7%
C/C(=N/NC(=O)CN1CCN(Cc2ccccc2Cl)CC1)c1cccs1	19.8%	-0.1%	-2.7%	0.8	37	4.9%	5.2%	.	4.0%	.
CN(CCC(=O)Nc1cc(S(=O)(=O)N(C)C)ccc1Cl)CC(=O)Nc1ccc(F)cc1	9.2%	-0.2%	-8.5%	-0.8	45	-25.6%	-5.7%	0.1%	-22.3%	-0.4%
Cc1cc(C)c2nc(C(F)(F)F)nc(N3CC(C)OC(C)C3)c2c1 (stereo not given)	-5.5%	-0.1%	-8.0%	8.6	42	-44.1%	7.0%	0.8%	3.6%	6.4%
O=C(NCC1CCCN(C(=O)CN2CCCCC2)C1)c1ccccc1Cl (stereo not given)	3.3%	0.0%	-2.7%	-0.2	53	11.2%	1.5%	0.8%	-5.1%	2.9%
CCN(CCC#N)c1ccc(N2C(=O)CCCC2=O)cc1[N+](=O)[O-]	-12.4%	-0.2%	4.4%	-0.4	52	-6.2%	-2.4%	0.0%	-9.3%	7.3%
CCCNC(=O)CN(CCc1ccccc1)S(C)(=O)=O	-8.4%	-0.1%	11.4%	0.4	70	18.5%	-5.7%	9.6%	-7.1%	-1.4%
Cc1ccc2c(C)nc(/N=C(\N)NC(=O)N3c4ccccc4Sc4ccccc43)nc2c1	-2.0%	-0.2%	-3.0%	.	.	-5.5%	4.2%	-1.1%&3.0%	5.4%	60.0%&67.6%
O=C(Nc1ccccc1)N(Cc1cccs1)C1CCCC1	12.5%	-0.1%	-2.7%	-0.5	42	14.3%	-0.1%	0.2%	-10.8%	10.1%
Fc1ccc(/C=N/N2CCN(Cc3ccccc3)CC2)cc1	12.1%	0.4%	17.6%	0.6	75	-5.2%	-1.2%	0.1%	-29.4%	10.7%
Cc1cc(C)cc(C(=O)NCC(=O)OC(C)C(=O)N(C)c2ccccc2)c1 (stereo not given)	8.9%	0.2%	20.6%	0.9	36	-19.8%	-1.6%	-0.7%	-47.5%	5.2%
Cc1ccc(C(=O)N/N=C2\CCc3ccccc32)c(C)c1	-2.8%	-0.3%	13.3%	0.1	75	25.7%	5.0%	0.2%	33.2%	4.4%
CC(=O)c1cccc(NC(=O)N2C3CCCC2CC(NC(=O)C2CC2)C3)c1 (stereo not given)	-4.3%	0.2%	-9.1%	-1.0	53	10.3%	-1.5%	0.0%	-10.6%	2.3%
O=C(c1cc(-c2ccc(Cl)cc2)on1)N1CCc2ccccc2C1	-4.3%	-0.3%	8.5%	1.0	39	-10.7%	-0.8%	-0.1%	-14.5%	3.2%
COc1ccc(C(O)c2nccn2Cc2ccccc2)cc1 (stereo not given)	6.7%	-0.1%	4.3%	-0.2	54	-8.0%	-1.4%	4.2%	-0.9%	12.7%
O=C(/C=C/c1ccc(Br)cc1)NC(=S)NNC(=O)c1ccco1	-2.5%	0.5%	1.9%	1.8	49	2.2%	-7.7%	0.0%	-32.8%	1.1%
CCN1CCN(C(=O)CN(CC)S(=O)(=O)c2ccc(Cl)cc2)CC1	4.0%	0.0%	-2.8%	0.3	60	8.3%	-0.4%	-1.4%	-22.0%	-0.6%
COc1ccc(CNC(=O)c2noc(C)c2[N+](=O)[O-])cc1	0.2%	0.5%	0.5%	-1.0	84	-34.6%	10.0%	-0.1%	-12.2%	-20.6%
COc1ccc(CCNC(=O)c2[nH]c(C)c(C(C)=O)c2C)cc1OC	-10.5%	-0.4%	7.6%	14.8	94	24.0%	-5.7%	5.0%	-12.6%	-2.7%
O=C(CN1CCN(S(=O)(=O)c2ccc(Br)cc2)CC1)Nc1ccc2c(c1)OCO2	18.4%	0.3%	-3.3%	1.4	61	16.9%	-3.1%	6.8%	-42.2%	6.2%
